IL1B secr inh: inflammasome signaling inhibition, IL-1 beta readout. THP-1 LPS/ATP IL-1B secretion, AlphaLISA, 16 h; active compounds read low. AID 743279. 360,000 compounds, 4.7% hits. activity change, % at 57.5 µM; in the data active = activity change below about -50%; inconclusive = mostly about -30% to -49%; also: % is scaled to controls: 0 for no effect and ±100 for the full control effect
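Secreted IL-1B measured by AlphaLISA bead assay after 16 h compound exposure of THP-1 cells; compounds (final up to 57.5 uM) added 1 h before LPS (250 ng/mL) and ATP (1.25 mM) stimulation; lower signal means less secretion.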
ATXN viability: viability counter-screen for ATXN expression inhibitors; S2 cells (HEK-293 line with an ATXN2-luciferase reporter) viability, CellTiter-Fluor protease fluorescence, 24 h; Potency, µM (titrated, usually from 56.7 µM), actives largely listed as cytotoxic; 400,000 compounds, 0.49% hits; also: potency is read from the fitted curve at half-maximal effect; nearly all actives have a fitted effect of over 40% in size
ATXN2 expr inh: inhibitors of ATXN2 expression; HEK-293 ATXN2-luciferase reporter, luminescence, 24 h; Potency, µM (titrated, usually from 57 µM), for the others: at the top dose activity change, negative = inhibition, hits mostly inhibitors; 360,000 compounds, 0.72% hits; AID 1745845; also: potency is read from the fitted curve at half-maximal effect; % is scaled to controls: 0 for no effect and ±100 for the full control effect; nearly all actives have a fitted effect of over 55% in size
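ATXN2-luciferase reporter cells (luciferase flanked by upstream and downstream ATXN2 gene portions) were treated 24 h at 37 °C with compounds at up to 57 uM. SteadyGlo luminescence gave expression; GF-AFC fluorescence gave viability.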
HT1080 IDH1KD tx: toxicity to HT-1080 IDH1 knockdown cells (counter line) | HT-1080 IDH1 knockdown viability, ATP luminescence, 48 h | Potency, µM (highest dose often 46.1 µM), for the others: top-dose activity, negative = toxicity, usual class: cytotoxic | 360,000 compounds, 2% hits | AID 686971;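 also: potency is read from the fitted curve at half-maximal effect; 0% = DMSO wells and -100% = cell-free medium wells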
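Knockdown cells (IDH1KD HT-1080) received compounds 2 h after plating at 750 cells/well and were kept 48 h at 37 °C in 5% FBS RPMI. A CellTiter-Glo luminescence read gave % activity for curve fitting.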
KB-3-1 tox: KB-3-1 parental cell cytotoxicity; KB-3-1 viability, CellTiter-Glo ATP luminescence, 72 h; Potency, µM (top dose mostly 46.1 µM), for the others: at the highest dose activity change, negative = cytotoxic, hits mostly cytotoxic; 400,000 compounds, 1.4% hits; also: potency is read from the fitted curve at half-maximal effect; % is scaled to controls: 0 for no effect and ±100 for the full control effect; nearly all actives have a fitted effect of over 60% in size
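KB-3-1 cells, DMEM (no phenol red) + 10% FBS; compound by pin transfer, 72 h, 37 °C. Readout: CellTiter-Glo luminescence after 10 min. Data normalized, curve-fitted.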
MCF10A rerep: DNA re-replication induction in MCF 10a cells; MCF 10A DNA re-replication, Hoechst nuclear intensity, 48 h; Potency, µM (top dose mostly 46.1 µM), inactives show top-dose activity, positive = re-replication, actives largely listed as activators; 350,000 compounds, 2.9% hits; AID 624296; also: potency is read from the fitted curve at half-maximal effect; % of control where 0% means no effect; nearly all actives have a fitted effect of over 50% in size
SW480 rereplic: DNA re-replication induction in SW480 cells | SW480 DNA re-replication, Hoechst DNA content imaging, 48 h | Potency, µM (doses to about 46.1 µM), for the others: at the highest dose re-replication activation, most hits filed as activators | 340,000 compounds, 1.8% hits | AID 624297; also: potency is read from the fitted curve at half-maximal effect; % of control where 0% means no effect; nearly all actives have a fitted effect of over 55% in size
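Quantitative HTS format with DMSO vehicle controls; 48 hr drug incubation at 37 C, then 40 min Hoechst staining and scanning imager measurement at 405 nm excitation.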
HepG2 viability: HepG2 cytotoxicity, counter-screen for TGF-b inhibitors; Potency, µM (titrated, usually from 46.1 µM), for the others: at the top dose activity change, negative = cytotoxicity, usual class: cytotoxic; HepG2 CAGA-GFP viability, ATP luminescence, 18 h; 410,000 compounds, 0.76% hits; AID 588856; also: potency is read from the fitted curve at half-maximal effect; some results filed as inactive show a strong effect at the top dose
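CellTiter-Glo luminescence gave cytotoxicity after 18 hours at 37 degrees C. The cells were HepG2 CAGA-GFP in 1% FBS DMEM, stimulated with 500 pg/mL TGF-beta after compound addition. %Activity was normalised to no-cell wells (complete cell-killing) and DMSO (no toxicity), and curves were fitted and classified.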
HT1080NT lethal: kills 2HG-producing HT-1080-NT fibrosarcoma cells; HT-1080-NT fibrosarcoma viability, CellTiter-Glo ATP luminescence, 48 h; Potency, µM (titrated, usually from 46.1 µM), for inactives: at the top dose activity, negative = less viability, actives largely listed as cytotoxic; 360,000 compounds, 1.6% hits; AID 686970;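 also: NT is the 2HG producing partner of a matched IDH1 knockdown line; potency is read from the fitted curve at half-maximal effect; 0% = DMSO-treated cells and -100% = media-only wells without cells; nearly all actives have a fitted effect of over 55% in size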
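Compounds were tested in concentration-response format on HT-1080-NT cells for 48 hours at 37 degrees C. Cell viability came from CellTiter-Glo luminescence; curves were classified by r2, response magnitude and activity.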
* marks the source's active call; other numbers are inactive results; [ ] = another dose, or the depositor's remark. Unless noted, calls follow the shape of the dose curve; as a rule, active = well fitted curve in the direction sought with a large enough effect; inconclusive = small, poorly fitted or top-dose-only effect, or another doubt; inactive = no such curve, though single readings can be large; an effect the other way counts as inactive or inconclusive. The order is random; any-hit rate near 8.9%.

What do the screens show for `COc1cccc(C2C(C(=O)c3cccs3)=C(O)C(=O)N2CCN2CCOCC2)c1OC` (stereo unspecified)?
IL1B secr inh: 29; ATXN viability: inactive; ATXN2 expr inh: -3%; HT1080 IDH1KD tx: 9%; KB-3-1 tox: 12%; MCF10A rerep: 5%; SW480 rereplic: -3%; HepG2 viability: -1%; HT1080NT lethal: 25%

What do the screens show for `CCCN1C(=O)C(=O)c2cc(Cl)ccc21`?
IL1B secr inh: 122; ATXN viability: inconclusive; ATXN2 expr inh: inconclusive; HT1080 IDH1KD tx: 15µM*; KB-3-1 tox: 0%; MCF10A rerep: 21µM*; SW480 rereplic: 16µM*; HepG2 viability: -78%; HT1080NT lethal: 15µM*

Results for Cn1cnnc1SCC(=O)NNC(=O)COc1ccc(Br)cc1 ?
IL1B secr inh: 6; ATXN viability: inactive; ATXN2 expr inh: -15%; HT1080 IDH1KD tx: -15%; KB-3-1 tox: 3%; MCF10A rerep: -8%; SW480 rereplic: -1%; HepG2 viability: -5%; HT1080NT lethal: -13%

How did CCOC(=O)c1c(CC(C)C)csc1N do in these assays?
IL1B secr inh: 0; ATXN2 expr inh: -14%; HT1080 IDH1KD tx: 0%; KB-3-1 tox: 17%; MCF10A rerep: inconclusive; SW480 rereplic: -8%; HepG2 viability: -26%; HT1080NT lethal: -16%

Results for O=C(CN1CCN(S(=O)(=O)c2ccc(F)cc2)CC1)Nc1ccc(Cl)c(C(F)(F)F)c1 ?
IL1B secr inh: -60*; ATXN viability: inactive; ATXN2 expr inh: -31%; HT1080 IDH1KD tx: -13%[9.24 µM]; KB-3-1 tox: inconclusive; MCF10A rerep: inconclusive; SW480 rereplic: inconclusive; HepG2 viability: -7%; HT1080NT lethal: inconclusive

Results for Cc1cc(O)c(C(C)C)cc1Cl ?
ATXN viability: inactive; ATXN2 expr inh: 3%; MCF10A rerep: 1%; SW480 rereplic: -10%

Results for CC(c1ccon1)N(C)Cc1cn(Cc2ccccc2)nc1-c1ccc2c(c1)OCO2 (stereo unspecified) ?
IL1B secr inh: -29; ATXN viability: inactive; ATXN2 expr inh: -35%; HT1080 IDH1KD tx: -1%; KB-3-1 tox: -11%; MCF10A rerep: inconclusive; SW480 rereplic: inconclusive; HepG2 viability: -22%; HT1080NT lethal: -2%

Results for COc1ccc(CN(C(=O)c2cc3ccccc3oc2=O)C2CCCCC2)cc1OC ?
IL1B secr inh: 0; ATXN viability: inactive; ATXN2 expr inh: 53%[activator]; HT1080 IDH1KD tx: 11%; KB-3-1 tox: -7%; MCF10A rerep: 2%; SW480 rereplic: -5%; HepG2 viability: -2%; HT1080NT lethal: 0%

What do the screens show for `CC(=O)c1ccc(NC(=S)NC(=O)/C=C/c2ccco2)cc1`?
IL1B secr inh: -1; ATXN viability: inactive; HT1080 IDH1KD tx: -3%; KB-3-1 tox: -16%; MCF10A rerep: -10%; SW480 rereplic: -5%; HepG2 viability: -10%; HT1080NT lethal: -5%

What do the screens show for `CCN1C(=O)N[C@@H](c2cccs2)C(C(=O)OC)=C1C`?
IL1B secr inh: 18; ATXN viability: inactive; ATXN2 expr inh: -3%; HT1080 IDH1KD tx: 10%; KB-3-1 tox: 0%; MCF10A rerep: -24%; SW480 rereplic: 5%; HepG2 viability: 20%; HT1080NT lethal: 3%

How did O=C(O)c1cccc(N/N=C/c2ccc(OC(F)(F)F)cc2)c1 do in these assays?
IL1B secr inh: -2; ATXN viability: inactive; ATXN2 expr inh: 1%; HT1080 IDH1KD tx: -8%; KB-3-1 tox: 4%; MCF10A rerep: 1%; SW480 rereplic: -8%; HepG2 viability: -4%; HT1080NT lethal: 1%

What do the screens show for `CCCOc1ccc(/C=C2/C(=O)ON=C2C)cc1Cl`?
IL1B secr inh: 0; ATXN viability: inconclusive; ATXN2 expr inh: -15%; HT1080 IDH1KD tx: 7%; KB-3-1 tox: 13%; MCF10A rerep: inconclusive; SW480 rereplic: 1%; HepG2 viability: -5%; HT1080NT lethal: 15%

What do the screens show for `CC(=O)c1c(C)[nH]c(C(=O)Nc2cccc(C)n2)c1C`?
IL1B secr inh: -1; ATXN viability: inactive; ATXN2 expr inh: -10%; HT1080 IDH1KD tx: -3%; KB-3-1 tox: -26%; MCF10A rerep: 4%; SW480 rereplic: inconclusive; HepG2 viability: -18%; HT1080NT lethal: 3%

What do the screens show for `NC(=O)Cn1c(=O)n(CCCC(=O)NC2CCN(Cc3ccccc3)CC2)c(=O)c2ccccc21`?
IL1B secr inh: 1; ATXN viability: inactive; ATXN2 expr inh: 4%; HT1080 IDH1KD tx: -1%; KB-3-1 tox: -4%; MCF10A rerep: -18%; SW480 rereplic: 3%; HepG2 viability: -11%; HT1080NT lethal: -5%

How did CSc1ccc(C2(O)Cc3cccc[n+]3C2c2ccccc2)cc1 (stereo unspecified) do in these assays?
IL1B secr inh: -3; ATXN viability: inactive; ATXN2 expr inh: -1%; HT1080 IDH1KD tx: 1%; KB-3-1 tox: -9%; MCF10A rerep: -8%; SW480 rereplic: 6%; HepG2 viability: 16%; HT1080NT lethal: -3%

Results for O=C(CSc1nnc(-c2ccccc2)n1Cc1ccco1)Nc1ccc(S(=O)(=O)N2CCCC2)cc1 ?
IL1B secr inh: inconclusive; ATXN viability: inactive; ATXN2 expr inh: -18%; HT1080 IDH1KD tx: 7.1µM*; KB-3-1 tox: -2%; MCF10A rerep: 7%; SW480 rereplic: 15%; HepG2 viability: -23%; HT1080NT lethal: -4%[9.24 µM]

Results for O=C(O)/C=C/c1cccc(NC(=O)c2ccccc2)c1 ?
IL1B secr inh: -7; ATXN viability: inactive; ATXN2 expr inh: 0%; HT1080 IDH1KD tx: 2%; KB-3-1 tox: -2%; MCF10A rerep: -3%; SW480 rereplic: -2%; HepG2 viability: -5%; HT1080NT lethal: -2%

Results for CCOC(=O)c1c(C)oc2ncnc(N3CCN(c4cccc(Cl)c4)CC3)c12 ?
ATXN viability: inconclusive; ATXN2 expr inh: inconclusive; KB-3-1 tox: inconclusive; HepG2 viability: -46%

How did CCN(Cc1nc2ccccc2c(=O)[nH]1)C(=O)COc1ccccc1-c1ccccc1 do in these assays?
IL1B secr inh: -5; ATXN viability: inactive; ATXN2 expr inh: -21%; HT1080 IDH1KD tx: inconclusive; KB-3-1 tox: -1%; MCF10A rerep: inconclusive; SW480 rereplic: -14%; HepG2 viability: -7%; HT1080NT lethal: -24%

What do the screens show for `CCOC1=C2CN(S(=O)(=O)c3ccc(C)cc3)[C@H](c3cccs3)C[C@H]2n2c(=O)n(-c3ccccc3)c(=O)n2C1`?
IL1B secr inh: -9; ATXN viability: inactive; ATXN2 expr inh: 21%; HT1080 IDH1KD tx: 19%; KB-3-1 tox: 0%; HepG2 viability: 1%; HT1080NT lethal: 15%

What do the screens show for `C=CCN=C1CC(C)(C)CC(=O)/C1=C(/O)CCC(=O)OC`?
IL1B secr inh: 6; ATXN viability: inactive; ATXN2 expr inh: 0%; HT1080 IDH1KD tx: 20%; KB-3-1 tox: 27%; MCF10A rerep: 14%; SW480 rereplic: 1%; HepG2 viability: -19%; HT1080NT lethal: 11%

How did CCc1ccc(N2C(=O)CC(N3CCN(c4ccccn4)CC3)C2=O)cc1 (stereo unspecified) do in these assays?
IL1B secr inh: 13; ATXN viability: inactive; ATXN2 expr inh: -8%; HT1080 IDH1KD tx: 7%; KB-3-1 tox: 3%; MCF10A rerep: -2%; SW480 rereplic: -1%; HepG2 viability: 12%; HT1080NT lethal: 10%

What do the screens show for `CCS(=O)(=O)N1CCCC(C(=O)NC2CCCC2)C1` (stereo unspecified)?
IL1B secr inh: -7; ATXN viability: inactive; ATXN2 expr inh: 2%; HT1080 IDH1KD tx: 16%; KB-3-1 tox: 5%; MCF10A rerep: -3%; SW480 rereplic: -4%; HepG2 viability: 7%; HT1080NT lethal: 15%

How did CCNc1oc(-c2cccc3ccccc23)nc1C#N do in these assays?
IL1B secr inh: -15; ATXN viability: inconclusive; ATXN2 expr inh: 23%; HT1080 IDH1KD tx: inconclusive; KB-3-1 tox: -11%; MCF10A rerep: inconclusive; SW480 rereplic: inconclusive; HepG2 viability: -4%; HT1080NT lethal: inconclusive

How did CC(=O)OC[C@@H]1CN(Cc2ccccc2)C[C@H](n2cnc3c(N4CCCC4)ncnc32)O1 do in these assays?
IL1B secr inh: 2; ATXN viability: inactive; ATXN2 expr inh: -4%; HT1080 IDH1KD tx: 19%; KB-3-1 tox: 0%; HepG2 viability: -4%; HT1080NT lethal: -2%

How did Cc1nnc(Oc2ccccc2)c2ccccc12 do in these assays?
IL1B secr inh: -7; ATXN viability: inactive; ATXN2 expr inh: 56%[activator]; HT1080 IDH1KD tx: -1%; KB-3-1 tox: 13%; MCF10A rerep: 0%; SW480 rereplic: -9%; HepG2 viability: -28%; HT1080NT lethal: 2%

Results for CCn1c(=O)c(-[n+]2ccccc2)c(O)c2ccccc21 ?
IL1B secr inh: 7; ATXN viability: inactive; ATXN2 expr inh: -13%; HT1080 IDH1KD tx: 10%; KB-3-1 tox: 10%; MCF10A rerep: -5%; SW480 rereplic: -9%; HepG2 viability: -1%; HT1080NT lethal: 12%

What do the screens show for `N#CC(C#N)=Cc1cc2ccccc2nc1N1CCOCC1`?
IL1B secr inh: -10; ATXN viability: inactive; ATXN2 expr inh: 12%; HT1080 IDH1KD tx: 3%; KB-3-1 tox: inconclusive; MCF10A rerep: inconclusive; SW480 rereplic: 12%; HepG2 viability: -3%; HT1080NT lethal: 5%

From PubChem BioAssay
